Source: PubChem
Apaf1 inhib: human Apaf-1 inhibition | inhibition, % at 20 µM | reconstituted apoptosome caspase-3 activity, DEVD-Rh110 fluorescence | 0.71% of 330,000 active | O14727; active means inhibition of at least 40% at 20 µM;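 further: plate controls were DMSO wells for no effect and DEVD-CHO caspase inhibitor wells for full effect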
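detection = Rh110 fluorescence intensity | test system = biochemical Apaf-1 apoptosome reconstitution | also added = cytochrome c and DEVD-Rh110 substrate | schedule = 30 min plus 50 min, RT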
HKDC1 inhibitor: blocks human hexokinase HKDC1 activity. Q2TB90. inhibition, % at 20 µM. 0.16% of 340,000 active. recombinant HKDC1, G6PDH/diaphorase resazurin coupled fluorescence;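 active means inhibition above about 35% when tested at 20 µM, limit read from the data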;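 further: plate controls were DMSO wells with enzyme for no effect and DMSO wells lacking enzyme for full effect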
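Test system: HK5 enzyme. Quantity: 5 µg/mL HK5 final. Reagent: glucose and ATP substrates. Schedule: 90 min reaction incubation at room temperature, dark. Technique: resazurin-to-resorufin fluorescence via G6PDH and diaphorase coupling, 525/613 nm. Control set: DMSO wells with and without enzyme mix.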
SENP7 block: inhibitors of human SENP7 protease | recombinant SENP7, Z-RLRGG-aminoluciferin luminescence, 40 min | Q9BQF6 | inhibition, % at 5 µM | AID 434973 | 1.5% of 330,000 active;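 active means inhibition above about 50% at the single test dose, limit read from the data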;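 further: plate controls were DMSO with enzyme for no effect and no enzyme buffer wells for full effect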
Target sequence (Q9BQF6 706-1050 limits assumed): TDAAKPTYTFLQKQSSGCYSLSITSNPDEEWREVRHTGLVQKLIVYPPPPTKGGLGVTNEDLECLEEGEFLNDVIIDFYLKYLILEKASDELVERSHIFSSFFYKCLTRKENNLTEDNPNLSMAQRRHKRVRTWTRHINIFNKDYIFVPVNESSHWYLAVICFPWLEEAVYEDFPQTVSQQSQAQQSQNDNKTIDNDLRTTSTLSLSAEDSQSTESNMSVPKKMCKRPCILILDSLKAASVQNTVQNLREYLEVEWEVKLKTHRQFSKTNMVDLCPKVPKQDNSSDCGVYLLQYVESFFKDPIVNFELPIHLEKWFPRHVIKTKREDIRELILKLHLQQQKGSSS
Gli-Sufu antag: Gli-Sufu pathway antagonism | Sufu-KO-LIGHT fibroblasts, Gli luciferase reporter luminescence | inhibition, % at 5 µM | 0.74% of 340,000 active | AID 588413;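 active means inhibition above about 55%, limit read from the data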;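 further: 0% = DMSO-treated cells and 100% = wells with medium but no cells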
Jurkat NFkB inh: inhibitors of the PMA/ionomycin-induced NF-kB reporter in Jurkat cells; PMA/ionomycin-induced NF-kB luciferase reporter, luminescence; inhibition, % at 4 µM; 0.53% of 330,000 active; AID 435003
697 NFkB inh: inhibitors of the PMA/ionomycin-induced NF-kB reporter in 697 B cells. 697 B-cell NF-kB luciferase reporter, 16 h. inhibition, % at 4 µM. 0.33% of 330,000 active; in the data active means inhibition above about 35%
SENP8 inh: blocks the human protease SENP8; 1.2% of 330,000 active; Q96LD8; AID 2540; inhibition, % at 10 µM; purified SENP8, Z-RLRGG-aminoluciferin cleavage, luminescence
Target sequence (Q96LD8 whole entry, looked up): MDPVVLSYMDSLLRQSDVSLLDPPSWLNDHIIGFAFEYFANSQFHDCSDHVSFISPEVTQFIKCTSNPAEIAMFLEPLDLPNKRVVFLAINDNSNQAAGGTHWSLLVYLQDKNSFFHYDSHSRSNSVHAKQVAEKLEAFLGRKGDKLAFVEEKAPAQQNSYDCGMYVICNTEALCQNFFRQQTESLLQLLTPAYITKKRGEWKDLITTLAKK
UBC13 polyUb: blocks human UBC13 polyubiquitin chain formation | P61088 | TR-FRET | inhibition, % at 20 µM | 0.47% of 330,000 active | AID 485273; in the data active means inhibition above about 45%, passing the limit was not always enough; inconclusive means no clear call, values can overlap the other calls
Target sequence (P61088 whole entry, looked up): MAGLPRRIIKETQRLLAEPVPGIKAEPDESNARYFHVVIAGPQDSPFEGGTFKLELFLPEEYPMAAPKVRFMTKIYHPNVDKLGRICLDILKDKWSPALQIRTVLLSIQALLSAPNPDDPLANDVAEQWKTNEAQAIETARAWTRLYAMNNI
Numbers without * were called inactive; ? = inconclusive; . = no result given. Unless noted, no stated cut-off is given here; in the data, active means inhibition above about 50%; inactive means the rest.

#	structure	Apaf1 inhib	HKDC1 inhibitor	SENP7 block	Gli-Sufu antag
1	O=C(Nc1ccccc1)c1cccc2c(Br)cccc12	2.1	-4.3	-16.9	-8.8
2	COCCNC(=O)c1cc2c3ccccc3n(C)c2s1	1.2	-4.6	-1.7	0.4
3	C=CCn1c(SCC(=O)Nc2ccccc2OC)nnc1-c1ccco1	5.6	.	-9.6	.
4	CC1CCc2c(C(=O)Nc3nccs3)csc2C1 (configuration not stated)	11.4	4.7	10.1	-2.4
5	CCN(CC)CCn1c2c(c(SCC(=O)NCc3ccccc3)nc1=O)CCCC2	-3.3	-5.9	8.0	12.3
6	Cc1cc(Br)ccc1-n1[nH]c(C)c(C=Nc2cccc3nsnc23)c1=O	26.5	6.3	14.0	1.5
7	CCOC(=O)C1=C(C)NC(C)=C(C(=O)OCC)C1C(=O)O	-1.8	-0.8	-6.0	3.8
8	Cc1cccc(-n2cc(-c3ccccc3)[nH]c2=S)c1	14.3	-1.6	17.5	-6.7

#	Jurkat NFkB inh	697 NFkB inh	SENP8 inh	UBC13 polyUb
1	-12.6	-17.0	-6.2	-8.0
2	-8.1	16.2	-8.7	-3.2
3	-13.4	-15.3	-4.4	-11.5
4	-57.2	-52.2	2.6	8.5
5	9.6	13.1	16.4	6.7
6	18.8	16.1	12.2	-50.3
7	-0.6	0.7	14.6	13.9
8	-54.6	-35.4	-1.3	-4.3

#	structure	Apaf1 inhib	HKDC1 inhibitor	SENP7 block	Gli-Sufu antag
9	CCN(CC)c1ccc(/C=N/NS(=O)(=O)c2ccc(C)c([N+](=O)[O-])c2)cc1	-3.2	-5.1	3.7	-4.4
10	COC(=O)c1ccc(CSc2nc3ccccc3c(=O)n2C)o1	7.7	1.4	-4.1	44.7
11	CCN(CC)CCNC(=O)CNC(=O)c1nn(-c2ccc(OC)cc2OC)c(=O)c2ccccc12	6.0	-2.5	-7.4	8.0
12	O=C(O)c1cc2cc(Cl)cc(Cl)c2oc1=O	-0.7	-1.5	-6.3	-5.7
13	CCOc1cc(/C=N/Nc2nc(Nc3ccccc3)nc(N3CCCCC3)n2)ccc1OCC(=O)O	10.0	-1.3	3.4	0.2
14	COCCNC(=O)c1ccc2c(c1)ncn2-c1ccc(C)c(Cl)c1	4.6	-1.8	-10.7	-10.9
15	Cc1ccccc1-n1c(SCC(=O)Nc2c(C)cccc2C)nc(O)cc1=O	14.9	-1.1	9.9	-20.0
16	CCc1ccc(CN(C)CC(=O)Nc2ccc(S(=O)(=O)N3CCOCC3)cc2)cc1	5.7	4.2	4.8	8.7

#	Jurkat NFkB inh	697 NFkB inh	SENP8 inh	UBC13 polyUb
9	14.6	15.4	1.5	-2.2
10	1.1	9.6	-5.2	14.2
11	-15.9	-8.7	-3.6	-1.7
12	4.1	13.5	-1.3	8.1
13	10.3	15.4	1.8	-28.0
14	4.4	7.3	-1.2	3.7
15	0.6	3.6	-0.8	-1.0
16	8.2	3.1	6.4	11.4

#	structure	Apaf1 inhib	HKDC1 inhibitor	SENP7 block	Gli-Sufu antag
17	CC(O)CNCCCOc1ccccc1OCc1ccccc1 (configuration not stated)	0.2	-1.2	7.5	22.6
18	CCc1ccc(C2C(C#N)=C(N)SC(N)=C2C#N)cc1	11.8	12.3	1.2	-3.4
19	Cc1cccc(C)c1N1CCc2cn[nH]c21	-11.2	-2.0	6.3	1.3
20	O=C(CCNS(=O)(=O)c1c(Cl)cccc1Cl)OCC(=O)c1ccccc1	5.9	8.9	-4.2	-1.7
21	COc1cccc(OC)c1OCCCc1c(C)n[nH]c1C	4.8	4.3	-14.8	4.9
22	COc1ccc(OCC(=O)OCC(=O)NCc2ccc(F)cc2)cc1	14.2	-4.5	4.2	-3.5
23	CS(=O)(=O)c1nc(S(=O)(=O)c2ccc(Cl)cc2)c(NCCCN2CCCC2=O)s1	-5.8	-3.0	12.6	-14.7
24	CCOc1ccc(-n2c(C)cc(C(=O)CCl)c2C)cc1	2.4	34.5	5.2	4.9

#	Jurkat NFkB inh	697 NFkB inh	SENP8 inh	UBC13 polyUb
17	-1.9	19.5	-3.2	-6.2
18	7.2	-15.4	-2.1	?
19	2.9	12.0	3.2	-0.7
20	9.6	-11.4	-1.4	-4.8
21	-10.7	7.3	-11.7	-9.8
22	-1.9	17.5	-1.4	-5.6
23	4.6	-2.0	-7.6	-8.4
24	-3.8	7.1	-2.9	11.4

Rewritten with values under each structure: eleven of the compounds above
Second line of a record – Apaf1 inhib | HKDC1 inhibitor | SENP7 block | Gli-Sufu antag | Jurkat NFkB inh | 697 NFkB inh | SENP8 inh | UBC13 polyUb
#14 COCCNC(=O)c1ccc2c(c1)ncn2-c1ccc(C)c(Cl)c1
→ 4.6 | -1.8 | -10.7 | -10.9 | 4.4 | 7.3 | -1.2 | 3.7
#15 Cc1ccccc1-n1c(SCC(=O)Nc2c(C)cccc2C)nc(O)cc1=O
→ 14.9 | -1.1 | 9.9 | -20.0 | 0.6 | 3.6 | -0.8 | -1.0
#16 CCc1ccc(CN(C)CC(=O)Nc2ccc(S(=O)(=O)N3CCOCC3)cc2)cc1
→ 5.7 | 4.2 | 4.8 | 8.7 | 8.2 | 3.1 | 6.4 | 11.4
#17 CC(O)CNCCCOc1ccccc1OCc1ccccc1 (configuration not stated)
→ 0.2 | -1.2 | 7.5 | 22.6 | -1.9 | 19.5 | -3.2 | -6.2
#18 CCc1ccc(C2C(C#N)=C(N)SC(N)=C2C#N)cc1
→ 11.8 | 12.3 | 1.2 | -3.4 | 7.2 | -15.4 | -2.1 | ?
#19 Cc1cccc(C)c1N1CCc2cn[nH]c21
→ -11.2 | -2.0 | 6.3 | 1.3 | 2.9 | 12.0 | 3.2 | -0.7
#20 O=C(CCNS(=O)(=O)c1c(Cl)cccc1Cl)OCC(=O)c1ccccc1
→ 5.9 | 8.9 | -4.2 | -1.7 | 9.6 | -11.4 | -1.4 | -4.8
#21 COc1cccc(OC)c1OCCCc1c(C)n[nH]c1C
→ 4.8 | 4.3 | -14.8 | 4.9 | -10.7 | 7.3 | -11.7 | -9.8
#22 COc1ccc(OCC(=O)OCC(=O)NCc2ccc(F)cc2)cc1
→ 14.2 | -4.5 | 4.2 | -3.5 | -1.9 | 17.5 | -1.4 | -5.6
#23 CS(=O)(=O)c1nc(S(=O)(=O)c2ccc(Cl)cc2)c(NCCCN2CCCC2=O)s1
→ -5.8 | -3.0 | 12.6 | -14.7 | 4.6 | -2.0 | -7.6 | -8.4
#24 CCOc1ccc(-n2c(C)cc(C(=O)CCl)c2C)cc1
→ 2.4 | 34.5 | 5.2 | 4.9 | -3.8 | 7.1 | -2.9 | 11.4

(next part)
#	structure	Apaf1 inhib	HKDC1 inhibitor	SENP7 block	Gli-Sufu antag
25	Cc1ccsc1C(=O)OC(C)C(=O)NC1CCCCC1C (configuration not stated)	5.0	-1.9	6.9	-4.9
26	COc1ccc(NC(=S)NCCc2c(C)[nH]c3ccc(OC)cc23)cc1	17.1	9.7	2.9	7.4
27	CC(C)Cc1nnc(NC(=O)CCC(=O)NC2CCCCCCC2)s1	11.7	-5.1	6.3	0.0
28	O=C(Nc1ccccc1)C1CC=CCC1C(=O)OCC1CCCO1 (configuration not stated)	-0.1	-8.4	-3.3	1.1
29	CCOC(=O)C1CCN(C(=O)c2ccc(OCC(=O)Nc3ccc(OCC)cc3)c(OC)c2)CC1	2.6	-3.9	-0.1	1.0
30	COc1ccc(NC(=O)Cn2nnc(C(=O)NCc3ccco3)c2N)c(OC)c1	3.9	-3.8	-11.4	3.5
31	Nc1ccccc1SC1CC(=O)N(c2ccc(Cl)c(Cl)c2)C1=O (configuration not stated)	9.7	1.6	1.9	10.6
32	CCC1(c2ccccc2)NC(=O)N(CC(=O)Nc2ccc(S(=O)(=O)Nc3ncccn3)cc2)C1=O (configuration not stated)	5.7	-1.0	-11.0	-8.8

#	Jurkat NFkB inh	697 NFkB inh	SENP8 inh	UBC13 polyUb
25	8.2	18.7	-2.9	2.5
26	1.5	4.4	5.1	4.2
27	6.6	-5.1	-6.4	-6.0
28	-2.5	0.6	-9.5	-2.6
29	10.0	-5.1	-2.5	-2.6
30	-16.3	-48.8	-6.0	-17.8
31	1.0	-7.5	1.3	7.4
32	-1.3	-7.0	-3.6	-2.3

#	structure	Apaf1 inhib	HKDC1 inhibitor	SENP7 block	Gli-Sufu antag
33	CCOC(=O)C1CCN(C(=O)c2cc3c(-c4ccc(OC)c(OC)c4)nn(C)c3s2)CC1	-1.8	1.8	-2.8	2.7
34	COC(=O)c1sc(NC(=O)c2c(F)cccc2F)c(C#N)c1C	-2.8	-1.6	1.9	4.3
35	Cc1cccc(-c2cnn(-c3cccc([N+](=O)[O-])c3)c2N)c1	6.1	-8.1	1.8	-23.3
36	O=C(Cn1cnc2c(nc3n2CCCCC3)c1=O)Nc1cccc(C(F)(F)F)c1	-8.0	-1.6	3.7	3.8
37	CCCn1c(SCC(=O)NCCc2ccccc2)nnc1-c1cccnc1	-5.6	-5.7	9.5	-15.3
38	COc1ccccc1N(CC(=O)N(CC(C)C)CC(C)C)S(=O)(=O)c1cccs1	4.2	-5.2	4.4	12.1
39	Clc1ccc(-c2c[n+](Cc3ccc(Br)cc3)c3n2CCCCC3)cc1	4.9	-8.1	-3.0	49.6
40	COc1ccc(NS(=O)(=O)c2c(C)cc(C)cc2C)cn1	11.6	-0.3	0.6	28.9

#	Jurkat NFkB inh	697 NFkB inh	SENP8 inh	UBC13 polyUb
33	7.7	15.7	-2.1	19.1
34	-5.6	28.2	0.1	5.0
35	-34.1	-28.6	-7.6	9.3
36	3.3	-12.4	-7.1	-6.5
37	-6.9	-5.8	-2.3	1.7
38	3.4	-0.7	-1.3	2.6
39	0.2	-0.8	3.1	8.4
40	10.3	9.6	7.6	-3.5

#	structure	Apaf1 inhib	HKDC1 inhibitor	SENP7 block	Gli-Sufu antag
41	Nc1cc(=O)[nH]c(SCC(=O)Nc2ccccc2-c2ccccc2)n1	-2.5	-7.2	-1.1	-2.0
42	CN1c2ccccc2Sc2cc(N)ccc21	-3.9	6.6	1.1	6.3
43	Nc1nc(SCC(=O)Nc2cc(Cl)c(Cl)cc2Cl)n[nH]1	14.1	-0.7	8.2	2.3
44	NC(=O)c1oc2ccc(Cl)cc2c1N	2.5	-2.4	5.5	-9.3
45	O=C(Cc1ccccc1)NC1CCN(S(=O)(=O)c2ccc(C(=O)O)cc2)CC1	-8.6	-0.1	12.9	-1.1
46	CCOC(=O)C1(CC2CCCCO2)CCN(S(=O)(=O)c2c(C)nn(C)c2C)CC1 (configuration not stated)	2.0	-3.2	-10.7	0.1
47	N=C1c2ccccc2CN1NC(=O)c1cccc(S(=O)(=O)N2CCOCC2)c1	-10.4	-10.2	-1.4	-3.7
48	COc1cc(/C=C/c2ccc3cccc([N+](=O)[O-])c3n2)ccc1OCC(=O)O	-7.6	-2.9	-4.2	-0.1

#	Jurkat NFkB inh	697 NFkB inh	SENP8 inh	UBC13 polyUb
41	-5.5	15.6	-7.7	-16.3
42	-14.7	-8.4	-1.2	-19.2
43	-22.0	-36.6	-0.8	-5.7
44	-3.0	-2.7	-7.3	13.1
45	3.1	-5.4	-0.8	4.4
46	7.0	10.1	-0.5	4.3
47	-0.7	6.9	10.1	6.1
48	-3.3	-9.9	-2.5	-9.0

#	structure	Apaf1 inhib	HKDC1 inhibitor	SENP7 block	Gli-Sufu antag
49	CCCN1C(=O)c2ccccc2NC1c1ccc(OC)c(CSc2ccccn2)c1 (configuration not stated)	4.5	4.2	9.2	3.9
50	O=C(c1ccoc1)N1CCC2(CC1)Oc1ccc(Cl)cc1C(=O)C21CC(c2cccnc2)=NO1 (configuration not stated)	21.9	3.9	-6.6	29.8
51	COc1ccc(N=Nc2ccc(O)c(P(=O)(c3ccccc3)c3ccccc3)c2)cc1	10.2	-5.8	-1.3	2.0
52	CCc1ccc(NC(=O)Cn2ccn(-c3cccc(Cl)c3)c(=O)c2=O)cc1	-3.9	-9.5	-5.0	-7.5

#	Jurkat NFkB inh	697 NFkB inh	SENP8 inh	UBC13 polyUb
49	-18.6	-17.4	5.2	15.8
50	2.6	-16.2	-17.2	-4.4
51	-0.2	7.8	4.6	-111.3
52	21.4	22.9	3.1	-6.0
